# D2 antag: HTS Assay for Allosteric Antagonists of the Human D2 Dopamine Receptor: Primary Screen for Antagonists; D(2) dopamine receptor (Homo sapiens), P14416; 2% of 340,000 active; inhibition, % at 10 µM; HEK293 TREx D2 cells, calcium flux, dopamine EC80; in the data active means inhibition above about 30%; further: 0% is about no effect
#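 Read-out: kinetic calcium fluorescence (1 cycle/s) in inducible HEK293 T-REx D2 cells after an EC80 dopamine addition that followed 180 s compound preincubation. Loss of the dopamine response indicates antagonism.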
# IDH1 R132H inh: qHTS for Inhibitors of mutant isocitrate dehydrogenase 1 (IDH1): qHTS; Isocitrate dehydrogenase [NADP] cytoplasmic (Homo sapiens), O75874; IDH1-R132H enzyme, NADPH consumption, diaphorase/resazurin fluorescence; Potency, µM (titrated, usually from 76.6 µM), inactives show at the highest dose activity change, negative = inhibition, actives largely listed as inhibitors; 0.093% of 390,000 active; further: potency means the concentration at half of the fitted maximal effect; on the % scale 0 is the no-effect control and ±100 the full control effect; nearly all actives have a fitted effect of over 65% in size
#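 IDH1-R132H (0.5 ug/mL dispensed) in pH 7.5 Tris buffer was preincubated 30 min with compound, then given a substrate mix of 0.016 mM NADPH and 2 mM alpha-KG for 80 min at room temperature; remaining NADPH was read by diaphorase/resazurin fluorescence.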
# TRHR ag: qHTS for Small Molecule Agonists and Allosteric Enhancers of Human TRH Receptor: Primary Screen for Agonists; AID 493084, 2011; TRHR cells, calcium flux fluo-8, FDSS agonist mode; Thyrotropin-releasing hormone receptor (Homo sapiens), P34981; 0.18% of 360,000 active; activation, % at 2 µM; in the data active means activation above about 30%; further: 0% is about no effect
# Target sequence (P34981 whole entry, looked up): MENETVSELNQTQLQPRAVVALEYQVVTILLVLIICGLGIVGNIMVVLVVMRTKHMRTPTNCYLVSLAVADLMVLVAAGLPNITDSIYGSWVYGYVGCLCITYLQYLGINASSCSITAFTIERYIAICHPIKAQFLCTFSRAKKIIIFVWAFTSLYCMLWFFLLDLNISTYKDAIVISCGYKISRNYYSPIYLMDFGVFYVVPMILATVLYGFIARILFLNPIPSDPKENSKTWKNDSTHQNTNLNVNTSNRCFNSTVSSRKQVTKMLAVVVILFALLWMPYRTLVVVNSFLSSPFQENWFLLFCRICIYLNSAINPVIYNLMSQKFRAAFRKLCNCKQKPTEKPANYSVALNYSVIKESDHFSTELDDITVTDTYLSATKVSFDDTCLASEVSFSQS
#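 TRHR-expressing cells loaded with fluo-8 calcium dye; 23 nL library compound pin-transferred, kinetic FDSS fluorescence (Ex 480/Em 530) recorded about 180 s for agonist-induced calcium release, before a 10 nM TRH EC20 addition for potentiator mode.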
# TRHR PAM: qHTS for Small Molecule Agonists and Allosteric Enhancers of Human TRH Receptor: Primary Screen for Enhancers; Thyrotropin-releasing hormone receptor (Homo sapiens), P34981; TRHR cells, fluo-8 calcium fluorescence, EC20 TRH enhancement; enhancement, % at 2 µM; 0.66% of 360,000 active; AID 493056, 2011; in the data active means enhancement above about 30%; further: 0% is about no effect
#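 Enhancer read-out: after compound pinning and an initial kinetic agonist-mode read, an EC20 of TRH (10 nM final) was injected and fluo-8 calcium signal (Ex 480/Em 530) followed at 1 s/cycle for 100 cycles in TRHR-expressing cells.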
# D2 ag: HTS Assay for Allosteric Agonists of the Human D2 Dopamine Receptor: Primary Screen for Agonists | HEK293 T-REx D2 cells, calcium flux agonist mode | activation, % at 2 µM | 0.53% of 340,000 active | D(2) dopamine receptor (Homo sapiens), P14416;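 active means activation over 3 SD above normal in the single-dose calcium agonist read, cut at about 30% in these data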; further: 0% is about no effect
#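 Agonism is scored from calcium flux in a force-coupled, inducible HEK293 cell line expressing D2, read kinetically for 180 s after compound addition against dopamine controls.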
# rTrxR1 inhibitor: qHTS Assay for Inhibitors of Mammalian Selenoprotein Thioredoxin Reductase 1 (TrxR1): qHTS | recombinant rTrxR1, NADPH fluorescence consumption, selenite substrate | 1% of 390,000 active | Potency, µM (top dose mostly 114 µM), without a hit: at the highest dose activity change, negative = inhibition, usual class: inhibitors | AID 588453, 2011; further: potency means the concentration at half of the fitted maximal effect; on the % scale 0 is the no-effect control and ±100 the full control effect; nearly all actives have a fitted effect of over 65% in size
# Target sequence (O89049 whole entry, looked up): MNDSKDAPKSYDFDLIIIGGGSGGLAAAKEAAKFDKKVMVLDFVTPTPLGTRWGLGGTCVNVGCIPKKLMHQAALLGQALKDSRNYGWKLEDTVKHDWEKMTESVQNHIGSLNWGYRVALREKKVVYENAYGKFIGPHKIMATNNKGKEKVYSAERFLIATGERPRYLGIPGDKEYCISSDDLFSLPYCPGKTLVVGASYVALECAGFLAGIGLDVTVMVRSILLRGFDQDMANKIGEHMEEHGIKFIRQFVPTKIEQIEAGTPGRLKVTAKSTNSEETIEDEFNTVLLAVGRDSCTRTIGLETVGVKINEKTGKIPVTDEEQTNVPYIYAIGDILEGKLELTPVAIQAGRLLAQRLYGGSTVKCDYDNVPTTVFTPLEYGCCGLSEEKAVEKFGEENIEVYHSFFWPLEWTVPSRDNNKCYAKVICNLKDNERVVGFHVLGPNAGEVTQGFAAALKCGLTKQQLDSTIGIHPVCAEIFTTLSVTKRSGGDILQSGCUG
#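 Rat TrxR1 (90 nM in the dispensed reagent) was pre-reduced with 400 uM NADPH for 5 min at room temperature, then incubated with compound for 15 min. After 400 uM selenite was added, NADPH fluorescence (Ex 340/Em 450 nm) was followed for 8 min.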
# TrxR1 substrate: qHTS Assay for Substrates of Mammalian Selenoprotein Thioredoxin Reductase 1 (TrxR1): qHTS | Thioredoxin reductase 1, cytoplasmic (Rattus norvegicus), O89049 | purified TrxR1 substrate turnover, NADPH consumption readout | Potency, µM (doses to about 114 µM), inactives show top-dose activity change, negative = substrate turnover | 0.01% of 390,000 active; further: potency means the concentration at half of the fitted maximal effect; on the % scale 0 is the no-effect control and ±100 the full control effect; nearly all actives have a fitted effect of over 50% in size
#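 Rat TrxR1, dispensed at 90 nM, was prereduced with 400 uM NADPH (final) for 5 min at ~22 deg C, then incubated with compound 15 min before 400 uM selenite. A first-read NADPH fluorescence drop versus no-compound background flagged substrates.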
# PI4K2A inh: qHTS for small molecular inhibitors of PI4K2A. Phosphatidylinositol 4-kinase type 2-alpha (Homo sapiens), Q9BTU6. purified PI4K2A, ADP-Glo luminescence, 1 h; active compounds read low. activity change, negative = inhibition, % at 76.9 µM. 0.13% of 420,000 active. AID 1346378, 2018; in the data active means activity change below about -50%; inconclusive means mostly about -30% to -49%;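 further: -100% = wells without enzyme as full effect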
#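 PI4K2A activity was measured by ADP-Glo luminescence: enzyme (4 ug/mL stock) and phosphatidylinositol (1.2 mM stock) in Tris pH 7.5/MgCl2/EGTA/Triton X-100 buffer were reacted with ATP (300 microM stock) for one hour at ambient temperature.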
# USP1 inh: Inhibitors of USP1/UAF1: Primary Screen | Potency, µM (doses to about 57.1 µM), inactives show at the top dose activity change, negative = inhibition, actives largely listed as inhibitors | 0.23% of 390,000 active | recombinant USP1/UAF1, Ub-Rhodamine cleavage fluorescence | AID 743255, 2014; further: potency means the concentration at half of the fitted maximal effect; on the % scale 0 is the no-effect control and ±100 the full control effect; nearly all actives have a fitted effect of over 60% in size; inactives centre near -12
#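 High-throughput fluorogenic screen: 1nM USP1/UAF1 complex, Ub-Rho substrate 150nM final, 50mM HEPES pH 7.8 with 0.5mM EDTA, 0.1 mg/ml BSA, 1mM TCEP and 0.01% Tween-20.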
# The depositor's hits bear a star; ? = inconclusive; . = not tested or not shown; [ ] = remark or other dose. Unless noted, the call rests on the fitted dose curve; in most records, active means well fitted inhibition curve with a large enough effect; inconclusive means small, poorly fitted or top-dose-only effect; inactive means no such curve, though single readings can be large or run the other way.
mol	TRHR PAM	D2 ag	rTrxR1 inhibitor	USP1 inh	TRHR ag	D2 antag	TrxR1 substrate	IDH1 R132H inh	PI4K2A inh
CC(NC(=O)COc1ncnc2cc([N+](=O)[O-])ccc12)c1ccccc1 (stereo unspecified)	9	-0.9	-1%	-13%	-1.2	-11	-8%	-5%	-1
CCc1nc(SCC(=O)NNC(=O)C(C)C)c2ccccc2n1	-10	-0.4	4%[57.1 µM]	4%	-0.1	7	3%[57.1 µM]	6%	2
CC1=C(C(=O)N2CCCC(N3CCN(c4cccc(Cl)c4)CC3)C2)OCCO1 (stereo unspecified)	-2	1.4	-13%	-15%	0.0	-8	-12%	7%	0
CC(=O)N1CCc2c(sc3c2c(=O)n(-c2cc(Cl)ccc2C)c(=O)n3C)C1	14	-0.6	-9%	4%	-0.3	.	-5%	-5%	-5
COc1ccc(Nc2cnn(-c3nc4ccccc4s3)c(=O)c2Cl)cc1	0	1.2	3.2µM*	-22%	0.2	2	-2%	2%	-27
Cc1ccc(-c2nc3ncccc3o2)cc1NC(=O)C(C)C	0	-1.2	37%[activator]	-15%	0.2	14	75%[activator]	0%	3
CC(=O)Nc1ccc(NC(=O)CSCc2cnn(-c3ccccc3)c2-n2cccc2)cc1	4	-0.8	-21%	-19%	0.3	7	0%	5%	-7
CCOC(=O)c1cc(NC(=O)c2ccccc2)c(=O)n2c1oc1ccccc12	-4	0.7	9%	4%	0.5	-17	1%	-3%	-3
NC(=O)C1CCN(C(=O)c2ccc3c(c2)N(Cc2cccc(Cl)c2)C(=O)c2ccccc2S3(=O)=O)CC1	-4	-0.8	30%[57.1 µM]	23%	0.5	.	3%[57.1 µM]	-19%	-11
Cc1cccc(N(CC(=O)Nc2ccccc2-c2ccccc2)S(=O)(=O)c2ccccc2)c1C	-9	0.7	-4%	4%	0.2	0	-13%	2%	5
CC(C)n1c2ccccc2c2cc([N+](=O)[O-])ccc21	9	0.1	9%[57.1 µM]	-17%	0.1	6	-7%	0%	5
CNC(=O)c1c(N)sc2c1CCCCC2	0	1.3	.	.	1.0	-6	.	.	.
CCC1(CC)C(=O)C(C)(C)C(=O)OC1c1ccccn1 (stereo unspecified)	2	0.6	18%	-22%	0.5	29	13%[57.1 µM]	4%	8
CCOC(=O)C1CCCN(CCC(=O)Nc2ccc(Br)cc2)C1 (stereo unspecified)	3	-1.3	12%[57.1 µM]	-14%	-0.4	-15	6%[57.1 µM]	4%	0
O=[N+]([O-])c1cccc(/C=C2\CCC(/C=N/Nc3ccc4ccccc4n3)=C2N2CCOCC2)c1	2	0.2	-11%	-10%	-0.1	4	-11%	5%	-1
CCN(CC)S(=O)(=O)c1ccc(C)c(NC(=O)CNCc2ccccc2OC)c1	4	82*	4%	1%	-0.4	96*	4%	14%	-3
COc1ccc(OCCn2c(NC(=O)c3ccco3)nc3ccccc32)cc1	8	-0.5	-5%	4%	0.3	-10	4%	18%	-18
CCOc1ccccc1Nc1nc(N)nc(CSc2nncn2C)n1	3	2.4	12%	6%	1.9	17	3%	-1%	-3
CCOC(=O)[C@@H]1[C@H]2COc3ccc(Br)cc3[C@H]2N2C(=O)N(c3cccc(F)c3)C(=O)[C@]12C	-6	0.2	39%	-31%	0.2	-13	5%[57.1 µM]	-10%	-1
Cc1ccc(N2C(=O)CCSC23C(=O)N(Cc2ccc(F)cc2)c2ccccc23)cc1 (stereo unspecified)	5	-0.6	11%	?	-1.2	.	-6%	?	-2
CCOc1ccc(NC(=S)NC(=O)c2cccnc2)c([N+](=O)[O-])c1	-2	1.1	-33%[57.1 µM]	-19%	-0.5	-1	2%[57.1 µM]	6%	-2
O=C(CN1CCC(C(O)(c2ccccc2)c2ccccc2)CC1)Nc1ccccc1	4	0.5	3%[2.29 µM]	-10%	0.0	19	10%[2.29 µM]	1%	-2
CC(C)c1nc2n[nH]c(N)c2c2c1CSC(C)(C)C2	-13	0.0	12%[57.1 µM]	-3%	-0.8	-2	8%[57.1 µM]	-3%	5
O=C1CSc2ccccc2N1Cc1ccccc1F	-18	0.2	7%[11.4 µM]	-17%	-0.3	14	7%[11.4 µM]	9%	-5
Cc1cccc(C)c1OCC(=O)N(Cc1ccc(Cl)cc1)CC1CCCO1 (stereo unspecified)	-5	7.9	31%	-26%	0.4	.	-1%	17%	0
Cc1cc(C(=O)NCCCn2ccnc2)cs1	5	0.8	6%	-2%	0.4	-1	9%	4%	1
COc1ccc(S(=O)(=O)N(CC(=O)NCc2ccco2)C2CCCCC2)cc1OC	-1	-0.5	?	-11%	-0.4	29	6%[57.1 µM]	-2%	0
COCCNC(=O)COC(=O)c1nsc(Cl)c1Cl	5	0.5	8%	-8%	-0.3	-16	5%	1%	4
COc1ccc(-c2cc(C(F)F)nc(-n3nc(C)cc3C)n2)cc1	53*	-0.2	35%	-9%	-0.7	-16	85%[activator]	2%	-6
COC(=O)c1nc(NNC(=O)c2ccccc2)sc1-c1ccccc1	-4	0.5	11%	-18%	0.6	-1	-2%	0%	5

# Sorted by count of non-hydrogen atoms (largest number first): 4 of the compounds above.
mol	TRHR PAM	D2 ag	rTrxR1 inhibitor	USP1 inh	TRHR ag	D2 antag	TrxR1 substrate	IDH1 R132H inh	PI4K2A inh
O=[N+]([O-])c1cccc(/C=C2\CCC(/C=N/Nc3ccc4ccccc4n3)=C2N2CCOCC2)c1	2	0.2	-11%	-10%	-0.1	4	-11%	5%	-1
CC(=O)N1CCc2c(sc3c2c(=O)n(-c2cc(Cl)ccc2C)c(=O)n3C)C1	14	-0.6	-9%	4%	-0.3	.	-5%	-5%	-5
COc1ccc(Nc2cnn(-c3nc4ccccc4s3)c(=O)c2Cl)cc1	0	1.2	3.2µM*	-22%	0.2	2	-2%	2%	-27
CC(C)c1nc2n[nH]c(N)c2c2c1CSC(C)(C)C2	-13	0.0	12%[57.1 µM]	-3%	-0.8	-2	8%[57.1 µM]	-3%	5

# Next part:
mol	TRHR PAM	D2 ag	rTrxR1 inhibitor	USP1 inh	TRHR ag	D2 antag	TrxR1 substrate	IDH1 R132H inh	PI4K2A inh
COC(=O)c1ccc2c(c1)NC1=C(C(=O)CC(C)(C)C1)C(c1ccncc1)N2 (stereo unspecified)	1	.	13%[57.1 µM]	-3%	-0.2	.	7%[57.1 µM]	0%	10
C=C(c1cn(C(C)=O)c2ccccc12)c1cn(C(C)=O)c2ccccc12	.	.	4%[11.4 µM]	-17%	.	.	-5%[11.4 µM]	4%	4
O=C(O)C1C2C=CC(C2)C1C(=O)Nc1ccc(C(=O)N2CCCCC2)c(Cl)c1 (stereo unspecified)	-3	.	-6%	-3%	0.0	.	-6%	-1%	2
COc1cc(Cl)c(C)cc1NC(=O)CSc1nc2ccccc2o1	1	-0.5	19%	-8%	-0.4	1	-12%	-2%	3
Cc1cc(-n2c(SCC(=O)NCCC3=CCCCC3)nc3n[nH]c(C)c3c2=N)ccc1Cl	25	0.3	25%	-4%	-1.5	-12	1%	-10%	5
CC(=O)Nc1nonc1-c1nc2ccccc2n1CCC(C)C	-6	1.3	1%	-11%	-0.1	-1	14%	5%	-2
COc1ccc(C2/C(=C(/O)c3ccccc3)C(=O)C(=O)N2CCN2CCOCC2)c(OC)c1 (stereo unspecified)	0	0.8	?	-23%	0.5	4	-15%	-4%	6
CCN(CC(=O)NCc1ccc(F)cc1)C(=O)/C=C/c1ccco1	2	-0.5	?	-14%	0.1	2	3%[0.0914 µM]	12%	7
O=C(O)COc1ccc2c3c(c(=O)oc2c1)CCCC3	10	0.2	2%[57.1 µM]	-14%	0.1	3	-1%[57.1 µM]	-1%	4
CCc1ccc(NCc2cc3ccc(OC)cc3n(CC(=O)Nc3ccc(C)c(Cl)c3)c2=O)cc1	3	0.1	19%	?	-0.3	.	4%	-1%	-1
COc1cccc(/C=N/NC(=S)NCc2ccco2)c1OC	-2	-0.1	20%[57.1 µM]	0%	-0.2	15	2%[57.1 µM]	9%	-4
COc1ccccc1-c1cc(C(=O)N/N=C/C=C/c2ccccc2[N+](=O)[O-])c2ccccc2n1	-8	0.6	-6%	-12%	-0.1	11	-10%	10%	8
CCC(C)[C@H](N)C(=O)NC[C@H]1CC[C@H](C(=O)N[C@@H](Cc2ccccc2)C(=O)O)CC1 (stereo partly specified)	3	1.5	0%	-6%	0.6	27	-1%	11%	-13
CCOc1cc(NC(=O)c2ccco2)c(OCC)cc1NC(=O)COc1ccccc1C	.	.	11%	-16%	.	.	36%[activator]	-1%	0
CC(OC(=O)C(C)N1C(=O)C2C3C=CC(C4CC34)C2C1=O)C(=O)c1ccccc1 (stereo unspecified)	15	-1.5	15%	-15%	0.8	-10	5%	1%	-1
O=C(CN1CCCC1c1ccc2c(c1)OCCO2)NC(=O)Nc1ccccc1F (stereo unspecified)	3	0.5	-7%	-7%	0.9	-6	-12%	0%	-2
COc1ccccc1CNC(=O)c1n[nH]c2ccccc12	4	-1.2	10%	-2%	-0.6	13	-2%	6%	3

# An unsorted share of the library. About 3.9% of those tested had a hit in this group.
